From PubChem BioAssay
hcGAS inh – Primary biochemical luminescence assay for human cyclic GMP-AMP synthase inhibitors; inhibition, % at 12.5 µM; Q8N884; recombinant h-cGAS, ATP depletion, Kinase-Glo luminescence; actives 0.081% (n = 290,000);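 note: 0% = vehicle reaction and 100% = reaction without DNA for no activity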
Target sequence (Q8N884 whole entry, looked up): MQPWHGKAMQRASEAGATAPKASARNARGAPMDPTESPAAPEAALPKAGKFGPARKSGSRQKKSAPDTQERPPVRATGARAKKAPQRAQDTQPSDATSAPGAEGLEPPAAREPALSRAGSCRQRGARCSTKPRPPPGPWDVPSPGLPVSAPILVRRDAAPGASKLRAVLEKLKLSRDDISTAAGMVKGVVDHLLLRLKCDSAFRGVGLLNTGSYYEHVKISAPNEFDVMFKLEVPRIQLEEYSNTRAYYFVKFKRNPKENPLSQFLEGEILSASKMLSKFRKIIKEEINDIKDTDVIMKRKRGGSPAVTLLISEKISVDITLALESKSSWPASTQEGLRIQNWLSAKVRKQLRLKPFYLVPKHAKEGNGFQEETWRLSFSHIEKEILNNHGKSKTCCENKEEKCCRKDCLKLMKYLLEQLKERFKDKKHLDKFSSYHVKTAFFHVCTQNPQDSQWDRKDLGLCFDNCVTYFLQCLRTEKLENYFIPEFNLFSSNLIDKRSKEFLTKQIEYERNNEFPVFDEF
mcGAS inh – cyclic GMP-AMP synthase inhibitors, mouse, primary biochemical chemiluminescence; Q8C6L5; recombinant cGAS, Kinase-Glo ATP depletion luminescence; inhibition, % at 12.5 µM; actives 0.15% (n = 160,000); AID 1259399, 2018;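 note: 0% = negative control wells and 100% = reference inhibitor with no enzyme activity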
NPYLR7 ag – agonists of mosquito NPYLR7 receptor, primary screen, cell-based, Aedes aegypti, calcium fluorescence, mosquito biting behavior. Aedes aegypti neuropeptide Y-like receptor 7 (NPYLR7). HEK293T NPYLR7/Galpha15, GCaMP6s calcium fluorescence. activation, % at 10 µM. actives 0.15% (n = 270,000); in the data active = activation above about 40%;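 note: 0% = vehicle and 100% = reference agonist at the receptor; some compounds past the cut are filed as inactive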
An asterisk follows results filed as active; x = no result given; & = joins results of further samples. Cut-off read from the data, not from the text of the source, unless noted: active = inhibition above about 40%; inactive = the rest.

no.	compound	hcGAS inh	mcGAS inh	NPYLR7 ag
1	CC(=O)Oc1c(-c2ccc(NC(=O)c3cccc(Br)c3)cc2)c(-c2ccc(F)cc2)nn1-c1cc(C)ccc1C	0	0	x
2	COc1ccc(OC)c(S(=O)(=O)N2CCCSc3ccccc32)c1	-3	x	1
3	Cn1nc(CC(C)(C)C)cc1NC(=O)/C=C/c1cscn1	-6	-12	2
4	Cc1nc2ccccn2c(=O)c1NC(=O)CC1CCCCC1	-5	x	3
5	CCCOc1ccc(N2C(=O)CC(N3CCC(C)CC3)C2=O)cc1 (centres undefined)	-7	-7	-8
6	CC(=O)Nc1ccc(S(=O)(=O)N2CCN(c3cc(C)nc(-c4cccc(F)c4)n3)CC2)cc1	-9	-9	-4
7	O=C(NC1CCCC1)c1ccc(N2CCC(NCCc3ccccc3Cl)CC2)cc1	-7	-3	-7
8	CCOC(=O)N1CCN(C(=O)c2sc3ncccc3c2-n2cccc2)CC1	1	1	-1
9	Cc1cc(CN(C)C(=O)c2ccc3nc(C4CCCCC4)oc3c2)n[nH]1	-4	x	-1
10	CC(C)Nc1ncc(CN2CCOC(CCc3ccccc3)C2)cn1 (centres undefined)	-7	x	9
11	CC(C)(C)c1cc(CNC(=O)C2CCCCO2)[nH]n1 (centres undefined)	-8	-4	x
12	COc1ccc(C(=O)C2CCCN(c3nc(C(N)=O)cs3)C2)cc1OC (centres undefined)	-7	-11	-3
13	CCOC(=O)c1sc(=S)n(CC)c1NC(=O)c1ccc(Br)cc1	-3	-6	-8
14	CCOC(=O)C1CCCN(c2ncnc3[nH]ncc23)C1 (centres undefined)	-4	x	5
15	CC(Oc1ccccc1F)C(=O)NCCn1nc(-c2ccccc2)ccc1=O (centres undefined)	-3	-1	0
16	O=S(=O)(c1ccc2c(c1)CCO2)N(C1CC1)C1CCCc2ccccc21 (centres undefined)	-7	-14	-8
17	Cc1ccc(NC(=O)c2c([N+](=O)[O-])cnn2C)cc1C	-2	-5	-6
18	O=c1c2cc3c(=O)n(-n4cnnc4)ccc3nc2ccn1-c1cccc(Cl)c1	-5	-6	-2
19	CCOCCNC(=O)CSc1nc2cc(C(=O)OCC)ccc2n1Cc1ccco1	-6	-7	-1
20	CC(C)Cc1nnc(NC(=O)c2cc3c(s2)CCC3)s1	-7	-18	2
21	CCOC(=O)c1cc(-c2cccc(NC(=O)c3cc(C)nn3C(C)(C)C)c2)n(-c2ccccc2C)n1	-6	-7	3
22	Cc1nc(-c2ccccc2)nc(N2CCN(C(=O)c3ccc(F)cc3)CC2)c1Cc1ccc(Cl)cc1Cl	-5	-4	26
23	CCOc1ncccc1CNS(=O)(=O)NCc1ccccc1	-2	x	-2
24	NC(=O)c1cccnc1N1CCCC(c2[nH]ncc2-c2ccc(F)cc2)C1 (centres undefined)	-6	-10	18
25	CS(=O)(=O)Nc1ccc(S(=O)(=O)N2CCCCCC2)cc1	-6	x	-2
26	CCOCCOc1nc(-c2ccccc2C)n(-c2ccc(NC(=O)/C=C/c3ccccc3)cc2)n1	-5	-8	21
27	CCN(CCOc1ccccc1C)C(=O)c1ccc2c(c1)OCCO2	-7	-12	3
28	COc1ccccc1/C(N)=N\OC(C)c1nc(C(C)(C)C)no1 (centres undefined)	-9	x	7
29	O=C(CCc1nc2ccccc2s1)N1CC[C@H](CO)[C@H](O)C1	0	-12	2
30	Cc1cccc(Cc2c(C)nc(C)nc2N2CCN(C(=O)c3ccccc3C)CC2)c1	-8	-5	18
31	COc1ccc(C)cc1CC(=O)Nc1ncc(C)s1	-6	x	-8
32	CCCCOc1ccccc1-c1cc2c(SCC(=O)Nc3ccc4c(c3)OCCO4)nccn2n1	-8	-8	1
33	O=CO[C@@H](C(=O)N1CCN(c2nc3nccc(-c4ccc(C5CCCCC5)cc4)n3n2)CC1)c1ccccc1	4	2	x
34	CCn1cc(CN2CCC3(CCC3OCc3nc(C)no3)CC2)c(C)n1 (centres undefined)	0	0	x
35	O=C1N/C(=C\c2ccc(I)cc2)c2ccccc21	0	x	9
36	Cc1cccc(C2(NC(=O)CC3C=CS(=O)(=O)C3)CCCC2)c1 (centres undefined)	-1&16	x	-3&-9
37	Cc1nc2sc3c(c2c(=S)[nH]1)CCCC3	-5	x	8
38	Cc1c(NCc2cccnc2)cccc1C(=O)N1C[C@H](OC(C)C)[C@@H](O)C1	-2	x	18
39	COCCCNC(=O)c1nn(-c2ccccc2)c(=O)n(Cc2ccc(C(F)(F)F)cc2)c1=O	-7	-5	9
40	CCC(=O)Nc1ccc(N(C)C)c(CN(C(=O)C(C)(C)C)C(C)C(C)C)c1 (centres undefined)	-4	-5	x
41	OCc1nc2ccccc2n1CC(O)COc1ccccc1 (centres undefined)	-3	x	4
42	c1ccc(-n2cccc2CN(Cc2cccnc2)Cc2ccc3c(c2)OCO3)nc1	0	x	2
43	CCCCCc1nnc(N)s1	-3	x	11
44	O=S(=O)(Nc1ccn(Cc2cccnc2)n1)c1cccc(C(F)(F)F)c1	7	x	-2
45	O=C(Nc1nccs1)C(Sc1ccccc1)c1ccccc1 (centres undefined)	-8	x	-4
46	N#Cc1cccc(NC2=NCCC2)c1	-1	-5	-2
47	CCOC1CCCN(C(C)CO)C1 (centres undefined)	-11	x	20
48	Cc1ccc(C)c(-n2cc(CNC(C)Cn3cncn3)c(-c3ccccc3)n2)c1 (centres undefined)	-11&-5	-13&-3	8&-1

Compounds listed so far that contain a tert-butyl group:
no.	compound	hcGAS inh	mcGAS inh	NPYLR7 ag
3	Cn1nc(CC(C)(C)C)cc1NC(=O)/C=C/c1cscn1	-6	-12	2
11	CC(C)(C)c1cc(CNC(=O)C2CCCCO2)[nH]n1 (centres undefined)	-8	-4	x
21	CCOC(=O)c1cc(-c2cccc(NC(=O)c3cc(C)nn3C(C)(C)C)c2)n(-c2ccccc2C)n1	-6	-7	3
28	COc1ccccc1/C(N)=N\OC(C)c1nc(C(C)(C)C)no1 (centres undefined)	-9	x	7
40	CCC(=O)Nc1ccc(N(C)C)c(CN(C(=O)C(C)(C)C)C(C)C(C)C)c1 (centres undefined)	-4	-5	x

The listing continues:
no.	compound	hcGAS inh	mcGAS inh	NPYLR7 ag
49	Cc1cc(NC(=O)c2cccc(CN3[C@@H]4CC[C@H]3CC(O)C4)c2)n(C)n1 (some centres undefined)	-4	-11	-6
50	CCN1C(=O)N(C)C(=O)C12CCN(Cc1cc3oc(C)c(-c4ccccc4)c3cc1OC)CC2	2	-13	11
51	CCCCCCCC(=O)N(CCCOC)CC(=O)N(CCc1c[nH]c2ccccc12)Cc1ccc(F)cc1	-3	-5	13
52	Clc1ccc2oc(-c3ccccn3)nc2c1	-4	x	-1
53	O=C(c1cnc2sccn2c1=O)N(Cc1ccccc1)Cc1ccccc1	-7	-8	5
54	O=C(CC1(N2CCOCC2)CCCC1)NC1CCC(O)CC1 (centres undefined)	-7	x	2
55	CCOC(=O)c1nn(-c2ccccc2)c(=O)cc1NCCC(c1ccccc1)c1ccccc1	-7	x	7
56	Cc1cccc(COC(CN2CCN(C(=O)c3cccc4ccccc34)CC2)c2ccc(Cl)cc2)c1 (centres undefined)	-8	-7	-4

Single records, as listed above. Order of screens: hcGAS inh	mcGAS inh	NPYLR7 ag
Listed for Clc1ccc2oc(-c3ccccn3)nc2c1 : -4	x	-1
Listed for O=C(CCc1nc2ccccc2s1)N1CC[C@H](CO)[C@H](O)C1 : 0	-12	2

The results go on:
no.	compound	hcGAS inh	mcGAS inh	NPYLR7 ag
57	CCN(CC)CCN(Cc1ccccc1)C(=O)C1CCC(=O)N1 (centres undefined)	-10	x	1
58	COCC(=O)Nc1ccc(-c2nc3ccccc3o2)cc1	-7	-12	x
59	CN1CCC2(CC1)CN(C(=O)c1ccc3ncsc3c1)CCN2C	-4	-9	2
60	O=C(NCc1ccncc1)c1coc(COc2cccc(C(F)(F)F)c2)n1	-12	x	8
61	COc1ccc(Cl)cc1C(=O)NCCn1ncc2c(NC(C)C)nc(SC)nc21	-5	-6	x
62	Cc1ccccc1OC1CCN(Cc2nc(-c3sccc3C)oc2C)CC1	-2	-12	24
63	COc1ccccc1OCCN1C(=O)C2(SC(NC(C)=O)=NN2C(C)=O)c2ccccc21 (centres undefined)	-5	-6	-2
64	CCOC(=O)C1CCN(C(=O)c2cc(-c3ccccc3OC)nc3cc(C(C)(C)C)nn23)CC1	-9	-8	9
65	Cc1cc(NCCc2ccc(Cl)cc2Cl)n2ncnc2c1	-8	-14	-1
66	O=c1ccc(-c2ccc(F)cc2)nn1CCCNS(=O)(=O)/C=C/c1ccccc1	-7	x	-1
67	COc1ccc(NC(=O)C2(C)CCN2CCCc2ccccc2)cc1OC (centres undefined)	-8	x	3
68	CCN(CC)S(=O)(=O)c1ccc(C(=O)OCn2c(SC)nnc(C)c2=O)cc1	-1	0	1
69	CC1(C(=O)NCCCN2CCCC2=O)CCN1Cc1cc2ccccc2o1 (centres undefined)	-9	x	8
70	CCN(Cc1csc(COc2cccc(C)c2C)n1)C(=O)c1cccc(Br)c1	-2	-8	-6
71	COc1ccccc1-n1nnc(C(=O)OCc2nc(-c3cccc(Cl)c3)oc2C)c1C	-5	-7	x
72	COc1ccc(-c2cnc3ncnn3c2N2CCN(S(=O)(=O)c3ccc(F)cc3Cl)CC2)cc1OC	-2	-5	17
73	Cc1ccc(NC(=O)CSc2ncnc3c2oc2ccccc23)c(C)c1	-4	-8	6
74	Cn1nc2c(c1C(=O)N1CCc3ccc(NC(=O)c4ccccc4Cl)cc3C1)CCCC2	-4&-11	-12	7&14
75	Cc1c(C(=O)N2CCCc3ccccc32)sc2nc(-c3cccc([N+](=O)[O-])c3)cn12	-2	-8	4
76	COC(=O)c1ccc(CN2C(=O)C(CCc3ccccc3)ON=C2c2cnccn2)o1 (centres undefined)	-3	x	9
77	S=c1[nH]nc(-c2ccc(Br)cc2)o1	-12&8	x	-3&6
78	CC1CC(=Nc2ccccc2N)CC(=O)O1 (centres undefined)	-7	x	12
79	Cc1nn(-c2cccc(F)c2)c(N2CCN(C(C)C)CC2)c1CN(C(=O)c1cc(C(F)(F)F)cc(C(F)(F)F)c1)C(C)C	0	-6	10
80	COc1cc(OC)cc(C(=O)N2CCN(c3c(Cc4ccccc4)c(C)nc4ncnn34)CC2)c1	1	-4	19
81	Cc1ccc(C2CC(c3cccs3)=NN2C(=O)CSc2nc3c(cnn3CCO)c(=O)[nH]2)cc1 (centres undefined)	-9	x	-1
82	Cc1cc(CSC(C)C(=O)Nc2ccc(F)c(Cl)c2)on1 (centres undefined)	-5	x	5
83	CC(C)N(Cc1nccn1C)C(=O)C1CCOC1 (centres undefined)	-6	x	8
84	Cc1cc2oc(=O)cc(-c3oc4ccccc4c3N)c2cc1Cl	-6	x	7
85	O=C(O)c1cc(-c2ccccc2F)cc(S(=O)(=O)NCc2ccccn2)c1	-6	x	5
86	CCOc1ccc(NS(=O)(=O)c2cc(C)ccc2N)cc1Br	-9	x	5
87	Cc1cc(C(=O)N2CCC2(C)C(=O)NS(=O)(=O)c2ccc(C#N)cc2)nn1C (centres undefined)	-9	x	7
88	COc1cc(CN2CCC(n3nccc3NC(=O)Cc3ccccc3)CC2)cc2c1OCO2	-7	-10	3
89	CCOC(=O)c1[nH]c(C)c(C(=O)CN(CC)C(=O)c2cccc(Cl)c2)c1C	-10	-6	-6
90	CC1CCCCN1C1CN(C2CCN(c3ccc4c(c3)OCO4)CC2)C1 (centres undefined)	-6	-6	x
91	COc1ccc(-c2cnn3c(C)c(C(=O)NCc4cccc(OC)c4)cnc23)cc1	-7	1	-5
92	CCOC(=O)c1nn(-c2ccccc2)c(=O)cc1OS(=O)(=O)c1ccccc1	-12	-8	-4
93	COc1ccc(-n2c(=O)[nH]c3c(C(N)=O)nc(CCc4ccccc4)nc32)cc1OC	-9	-7	-3
94	Cc1nnsc1CN(C)C(=O)c1csc(Cc2ccccc2)n1	-2	x	4
95	c1cnc(NC2CCN(c3ncnc4c3CCNC4)CC2)nc1	-6	x	3
96	C=C(C)COc1ccc(-c2onc(C)c2-c2ccc(OC)c(OC)c2)c(O)c1	-4	-8	0
97	O=C(O)c1ccc(CSc2nc(N3CCCC3)cc(C(F)(F)F)n2)cc1	-1	-2	-4
98	CCc1c(C)nc(-n2nc(C)cc2C)n(CC(=O)N2CCCCCC2)c1=O	-5	-8	-2
99	CN(C)CCc1c[nH]c2ccc(Cn3cncn3)cc12	1&-1&-3	-4	-2&-5
100	CCn1c(N/N=C\c2ccc(Br)cc2)nc2c1c(=O)[nH]c(=O)n2C	0	-2	-6
101	CCS(=O)(=O)Nc1cc(C(=O)N(C)C(C)c2nccs2)c2c(c1)nc(-c1ccccc1)n2C (centres undefined)	-2	-7	11
102	Cc1cc(C(=O)Nc2ccc(-n3nncc3C(F)(F)F)cc2)n(C)n1	-9	x	2
103	CCOc1ccc(/C=C2/N=C(c3ccccc3)N(C)C2=O)cc1OCC	-7	x	2
104	c1coc(-c2nc3c(NCC4CC4)nccc3[nH]2)c1	-5	-9	-5
105	COc1ccc(S(=O)(=O)N2CCN(Cc3ncc(-c4ccc(F)cc4)o3)CC2)cc1	-3	-8	0
106	N#Cc1nc(-c2ccc(Cl)cc2)oc1NC1CC1	-6	x	0
107	C=CCOC1CCCN(C(=O)c2cc(OC)cc(OC)c2)C1 (centres undefined)	2	x	-4
108	CCc1ccccc1NS(=O)(=O)c1ccc2c(c1)NC(=O)CC(=O)N2	-18	-6	12
109	c1ccc(-c2ccc(CNc3nn[nH]n3)o2)cc1	-2	-7	-10
110	COc1ccc(-c2cc3ccc4c(c3oc2=O)CN(C2CCS(=O)(=O)C2)CO4)c(OC)c1 (centres undefined)	-4	-8	3
